From PubChem BioAssay
Epigenetic reg: derepresses silenced GFP reporter in murine cells | murine LDR cells, GFP reporter derepression, 30 h | Potency, µM (highest dose often 53.9 µM), for inactives: at the top dose GFP activation, actives largely listed as activators | hit rate 0.2% among 280,000; further: potency means the concentration at half of the fitted maximal effect; % of control where 0% means no effect; nearly all actives have a fitted effect of over 60% in size
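Reporter derepression read as number of fluorescent GFP-positive objects, 20-120 um in size, counted by laser-scanning cytometer. Mouse LDR line with an epigenetically silenced CMV-GFP locus; compound incubation 30 h, 37 C.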
LMNA splice mod: modulators of lamin A splicing; HeLa LMNA splicing GFP/RFP minigene ratio, 48 h; Potency, µM (titrated, usually from 46.1 µM), without a hit: at the highest dose ratio change, negative = inhibition, usual class: inhibitors; hit rate 0.01% among 200,000; AID 1487; active means well fitted inhibition curve with a large enough effect in the signal ratio, with a control signal flat, not every such curve was filed as active; inconclusive means small, poorly fitted or top-dose-only effect, or effect the other way, or a change in a side signal; the % refers to the signal ratio; further: potency means the concentration at half of the fitted maximal effect; on the % scale 0 is the no-effect control and ±100 the full control effect
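Read-out is the ratio of GFP to DsRed2 object intensity, acquired by 488 nm laser-scanning cytometry on HeLa lamin A-EGFP minigene reporter cells. Compound incubation 48 hrs at 37 °C in Opti-MEM with 2% FBS; DMSO 0.5% final.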
NPSR antagonist: antagonists of human neuropeptide S receptor cAMP signaling; CHO-NPSR cells, cAMP TR-FRET, antagonist mode; Potency, µM (highest dose often 38.3 µM), inactives show at the highest dose activity change, negative = inhibition, actives largely listed as inhibitors; hit rate 1% among 220,000; further: potency means the concentration at half of the fitted maximal effect; on the % scale 0 is the no-effect control and ±100 the full control effect; nearly all actives have a fitted effect of over 50% in size; many of its hits are not listed in these tables
Luc counter: counter-screen: inhibitors of Kinase-Glo firefly luciferase; hit rate 0.28% among 200,000; Kinase-Glo luciferase, ATP luminescence, 8 min; Potency, µM (series often up to 38.3 µM), for inactives: top-dose activity change, negative = inhibition, most hits filed as inhibitors; AID 1379; further: potency means the concentration at half of the fitted maximal effect; on the % scale 0 is the no-effect control and ±100 the full control effect; nearly all actives have a fitted effect of over 60% in size
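Compounds were added to a substrate mix at pH 7.2 (50 mM imidazole, 10 uM ATP, within the enzyme's linear range), followed by Kinase-Glo detection reagent; luminescence was measured after 8 minutes at ambient temperature.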
aGal spleen mod: alpha-galactosidase A (human) modulation; P06280; human spleen homogenate, 4MU-alpha-Gal fluorescence, 40 min; Potency, µM (titrated, usually from 80 µM), without a hit: at the highest dose activity change, negative = inhibition, usual class: inhibitors; hit rate 0.008% among 240,000;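 further: potency means the concentration at half of the fitted maximal effect; 0% = enzyme with vehicle and -100% = no enzyme basal signal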
Target sequence (P06280 32-429 limits assumed): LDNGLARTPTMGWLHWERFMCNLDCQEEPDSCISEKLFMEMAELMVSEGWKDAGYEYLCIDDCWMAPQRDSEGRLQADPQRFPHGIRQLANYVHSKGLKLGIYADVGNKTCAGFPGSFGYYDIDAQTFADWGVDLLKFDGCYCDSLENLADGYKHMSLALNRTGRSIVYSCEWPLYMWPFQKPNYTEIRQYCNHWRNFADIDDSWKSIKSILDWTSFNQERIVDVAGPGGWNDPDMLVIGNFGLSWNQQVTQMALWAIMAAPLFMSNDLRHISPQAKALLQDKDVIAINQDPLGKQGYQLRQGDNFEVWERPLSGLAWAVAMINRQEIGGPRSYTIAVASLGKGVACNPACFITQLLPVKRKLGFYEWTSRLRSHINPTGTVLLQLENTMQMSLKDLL
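Human spleen homogenate (1 ug) as enzyme source, 4-methylumbelliferyl-alpha-D-galactopyranoside 1 mM final, citrate/phosphate pH 5.0 with 0.01% Tween-20. Compounds 40 min at 37C, NaOH/glycine stop; fluorescence Ex 365/Em 440, Hill-fit AC50.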
IMPase Li inh: cell-permeable IMPase inhibitors with lithium potentiation. CHO-M1 cells, IP1 TR-FRET (IP-One), carbachol + lithium. hit rate 0.35% among 210,000. Potency, µM (top dose mostly 59.4 µM), for the others: top-dose activity, negative = IMPase inhibition, hits mostly inhibitors. AID 1457;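 further: IP1 builds up when IMPase is blocked and the TR-FRET signal falls; potency means the concentration at half of the fitted maximal effect; plate controls were basal vehicle for no effect and high inhibitor control for full effect; nearly all actives have a fitted effect of over 50% in size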
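CHO-M1, 2000 cells/well, 16–30 h culture; cpd + low Li+, 30 min 37C; lysis with d2-IP1/Eu-anti-IP1 Ab, 10 min RT; TR-FRET 665/620 ratio and 620 channel; AC50 via Hill.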
CBFb RUNX1 block: inhibitors of human CBF-beta and RUNX1 interaction | Potency, µM (series often up to 59.8 µM), without a hit: top-dose activity, negative = inhibition, actives largely listed as inhibitors | 230,000 tested, under 10 active | AlphaScreen CBFb-His/RUNX1-biotin binding, biochemical | Q01196+Q13951; further: % of control where 0% means no effect
Target sequence (Q01196 whole entry, looked up): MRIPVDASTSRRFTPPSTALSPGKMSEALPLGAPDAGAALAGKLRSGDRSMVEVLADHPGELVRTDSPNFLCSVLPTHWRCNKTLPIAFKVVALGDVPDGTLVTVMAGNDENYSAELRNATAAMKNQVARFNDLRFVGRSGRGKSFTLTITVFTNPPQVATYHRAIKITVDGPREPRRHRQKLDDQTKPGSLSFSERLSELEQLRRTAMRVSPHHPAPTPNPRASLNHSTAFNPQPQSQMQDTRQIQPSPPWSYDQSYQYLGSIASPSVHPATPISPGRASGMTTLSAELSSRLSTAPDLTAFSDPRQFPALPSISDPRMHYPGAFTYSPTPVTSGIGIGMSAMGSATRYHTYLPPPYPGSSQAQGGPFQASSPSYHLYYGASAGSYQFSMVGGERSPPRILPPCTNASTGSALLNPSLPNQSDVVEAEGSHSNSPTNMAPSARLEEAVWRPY
Target sequence (Q13951 whole entry, looked up): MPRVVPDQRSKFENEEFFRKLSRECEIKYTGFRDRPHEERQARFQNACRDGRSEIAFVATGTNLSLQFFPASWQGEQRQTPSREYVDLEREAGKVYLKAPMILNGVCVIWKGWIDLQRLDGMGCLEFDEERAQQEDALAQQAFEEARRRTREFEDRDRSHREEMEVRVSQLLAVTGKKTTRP
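CBF-beta (His) and RUNX1 (biotin), 30 nM each; 20 min preassociation; + compound, 15 min; + beads 50 ng each (Ni, streptavidin), 90 min; RT; AlphaScreen read.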
Numbers without * were called inactive; ? = inconclusive; nt = not tested or not shown; & = joins results of further samples; [ ] = dose if it differs, or a comment. Unless noted, the call rests on the fitted dose curve; in most records, active means well fitted curve in the direction sought with a large enough effect; inconclusive means small, poorly fitted or top-dose-only effect, or another doubt; inactive means no such curve, though single readings can be large; an effect the other way counts as inactive or inconclusive. Only part of the results is shown (hit frequency here may not be typical).

SMILES	Epigenetic reg	LMNA splice mod	NPSR antagonist	Luc counter	aGal spleen mod	IMPase Li inh	CBFb RUNX1 block
CN(C)c1ccc(CNC2CC(C)(C)NC(C)(C)C2)cc1	0.9%	1%	?	-1%	4%	31%[activator][38.3 µM]	10%
COc1ccc(OC)c(NC(=O)[C@@H]2CCCN2C(=O)c2cccs2)c1	-1.3%	?	19%	-4%	1%	14%	-11%
Cc1ccc(COc2coc(CO)cc2=O)cc1	-1.1%	9%	1%[46.1 µM]	-1%	1%	-7%[38.3 µM]	2%
O=C(O)CC(NC(=O)C12CC3CC(CC(C3)C1)C2)c1ccc(OC2CCCC2)cc1 (centres undefined)	-3.3%	?	-17%	0%	-18%	-1%	3%
COc1ccc(/C=C/C(=O)NC(=S)Nc2ccccc2C(=O)NC2CCCCC2)cc1	4.7%	18%	?	0%	-3%	-13%[38.3 µM]	5%
COc1cccc(-n2c(N)c(-c3nc4ccccc4[nH]3)sc2=S)c1	2.7%	nt	-30%	9%	-2%	2%	-19%
C=CCn1c(Sc2nc(C)cs2)nc2c1c(=O)[nH]c(=O)n2C	-1.1%	13%	-13%[46.1 µM]	-2%	-4%	-8%[38.3 µM]	-3%
C/C(CC(=O)N1CCN(C=O)CC1)=N\NC(=O)c1cccc([N+](=O)[O-])c1	-1.1%	nt	-11%	-5%	-3%	1%	-1%
Cc1cc(F)c(F)c(C(=O)N2CCOCC2)c1Cl	0.0%	-19%	5%[46.1 µM]	-2%	1%	-7%	2%
O=C(NCCSCc1c(F)cccc1Cl)c1ccco1	3.0%	-3%	-19%[7.67 µM]	1%	-3%	30%[activator][38.3 µM]	4%
Cc1ccc(Oc2ncnc(N)c2[N+](=O)[O-])cc1	-0.1%	?	4%	1%	2%	-8%	2%
CCc1ccc(C(c2c(C)nn(-c3ccccc3)c2N)c2c(C)nn(-c3ccccc3)c2N)cc1	1.5%	-23%	-55%	-1%	7%	15%	-8%

Ordered by count of non-hydrogen atoms (low to high): 3 of the compounds above.
SMILES	Epigenetic reg	LMNA splice mod	NPSR antagonist	Luc counter	aGal spleen mod	IMPase Li inh	CBFb RUNX1 block
COc1cccc(-n2c(N)c(-c3nc4ccccc4[nH]3)sc2=S)c1	2.7%	nt	-30%	9%	-2%	2%	-19%
O=C(O)CC(NC(=O)C12CC3CC(CC(C3)C1)C2)c1ccc(OC2CCCC2)cc1 (centres undefined)	-3.3%	?	-17%	0%	-18%	-1%	3%
COc1ccc(/C=C/C(=O)NC(=S)Nc2ccccc2C(=O)NC2CCCCC2)cc1	4.7%	18%	?	0%	-3%	-13%[38.3 µM]	5%

Next section:
SMILES	Epigenetic reg	LMNA splice mod	NPSR antagonist	Luc counter	aGal spleen mod	IMPase Li inh	CBFb RUNX1 block
CCCCC(CC)CN1CN(CC(CC)CCCC)CC(C)(N)C1 (centres undefined)	-0.3%	nt	nt	-6%	14%	21%	13%
Cc1cc(N)c2ccccc2[n+]1CCCCCCCCCC[n+]1c(C)cc(N)c2ccccc21	1.1%	?	?	-4%	7%	26%&37%&36%&9%	?
COc1ccccc1NC(=O)c1ccc(NC(=O)CN2CCCC2)cc1	-1.9%	nt	10%	-3%	5%	2%	7%
Clc1ccc(-n2cccc2CN2CCc3c([nH]c4ccccc34)C2c2ccccn2)nc1 (centres undefined)	0.0%	nt	?	1%	-15%	26%	-29%
COc1ccc(C(=O)Nc2ccc(N3CCC(C)CC3)cc2)cc1Br	-0.2%	?	1%	3%	-9%	1%	10%
O=C1C(=O)N(CCCn2ccnc2)C(c2cccnc2)/C1=C(/O)c1ccc(F)cc1 (centres undefined)	-1.0%	0%	-8%[46.1 µM]	-2%	-3%	-4%[38.3 µM]	-3%
CN(c1ccc(F)cc1)S(=O)(=O)c1ccc2[nH]cc(C(=O)O)c(=O)c2c1	1.2%	-1%	-8%[46.1 µM]	4%	-7%	21%[38.3 µM]	-3%
Cc1cc(OC(C)C)c2c(-c3ccccc3)cc(=O)oc2c1	-1.0%	6%	-20%[46.1 µM]	-2%	-7%	29%[38.3 µM]	6%
Cc1ccc(NC(=O)C2=C(O)c3sccc3N(C)S2(=O)=O)cc1	-0.9%	-11%	-23%[46.1 µM]	4%	-1%	0%	3%
N#Cc1nc(-c2cccs2)oc1NCc1ccco1	3.5%	-17%	8%[46.1 µM]	2%	13%	9%[38.3 µM]	-1%
CC(C)(C)N1C(=O)[C@H]2[C@@H]3[C@H](O)[C@H](O)CC(=O)[C@H]3CC[C@H]2C1=O	0.0%&1.1%[10.1 µM]	nt	nt	nt	-7%&3%[17.5 µM]	nt	-6%&15%[13.1 µM]
O=C(O)C[C@@H]1NC(=O)[C@H](Cc2ccccc2)NC1=O	-1.1%	nt	nt	-2%	10%	-11%	-2%
CN(C)Cc1ccccc1-c1ccc2ncnc(NCc3ccccc3)c2c1	-3.6%	-17%	nt	0%	6%	5%	nt
CCO[C@H]1OC(C(=O)N2CCOCC2)=C[C@@H](c2ccc(C(F)(F)F)cc2)[C@@H]1CCCO	0.2%	nt	6%	nt	0%	2%	-1%
Cc1ccc(Cn2nc(C)c(NC(=O)c3cc(C)no3)c2C)cc1	1.4%	2%	-2%[46.1 µM]	-6%	4%	-2%[38.3 µM]	-1%
CCc1cc2c(=O)c(-c3nc4ccccc4n3C)coc2c(CN2CCN(C)CC2)c1O	-4.1%	-7%	-7%[46.1 µM]	-4%	-5%	9%[38.3 µM]	-25%
CCOC(=O)N1CCN(c2c(NC3CCN(Cc4ccccc4)CC3)c(=O)c2=O)CC1	0.0%	-9%	-5%[46.1 µM]	-1%	-6%	22%[38.3 µM]	-3%
O=C(NCCCn1ccnc1)C(=O)Nc1ccccc1	-1.1%	7%[46 µM]	11%	-1%	1%	2%	3%
CC(C)(C)Nc1nc(OCC#N)nc(N2CCCCC2)n1	0.0%	nt	47%	4%	-19%	26%	0%
O=C(CCc1nc(-c2ccccc2F)no1)NCCN1CCOCC1	0.0%	-1%	13%[46.1 µM]	10%	7%	-12%[38.3 µM]	-2%
COC(=O)c1cccc2nc3c(C(C)O)cccc3nc12 (centres undefined)	2.6%	nt	-19%	nt	-26%	nt	?
O=C(Cn1c(=O)oc2cc(S(=O)(=O)N3CCCC3)ccc21)Nc1ccccc1Br	0.2%	nt	-12%	nt	8%	nt	9%
Cc1cc(-c2nnco2)c(C)n1-c1ccccc1	0.0%	16%	6%[46.1 µM]	-2%	2%	28%[38.3 µM]	1%
Cc1cc(C(=O)NCc2cc(C)n(C)n2)sc1-c1ccccc1	0.9%	?	-7%[46.1 µM]	-1%	1%	21%[38.3 µM]	3%
CN(C)S(=O)(=O)N(CCN1CCOCC1)Cc1ccccc1F	-1.0%	12%	-15%[46.1 µM]	-2%	2%	18%[38.3 µM]	1%
CNC(=O)c1nc[nH]c1C(=O)NC	-0.7%	-1%	0%[46.1 µM]	0%	-12%	-10%[38.3 µM]	-3%
O=C(Nc1c(F)cc(F)cc1Br)c1cccnc1	0.0%	-6%	-5%[46.1 µM]	6%	1%	18%[38.3 µM]	3%
CCOC(=O)CNC(=O)CSc1nc2ncc(Br)cc2[nH]1	0.2%	-3%	?	0%	-1%	-17%[38.3 µM]	7%
Cc1c(O)cc2n(c1=O)-c1ccc(Cl)cc1C2(C)C	2.4%	?	-5%[46.1 µM]	-2%	6%	-6%	-4%
CCCCNC(=S)Nc1ccc2[nH]c(=O)[nH]c2c1	5.8%	nt	13%	-4%	-2%	-5%	-5%
O=C(COC(=O)CCS(=O)(=O)c1ccc(Cl)cc1)NCCc1ccc(Cl)cc1Cl	-2.7%	5%	9%	5%	5%	0%	-1%
O=C(NC1CCCCC1)N1CCN(C2CCCCC2)CC1	-2.1%	0%	0%[46.1 µM]	1%	9%	-5%[38.3 µM]	6%
Cc1c(Cl)c(C(=O)N2CCCc3ccccc32)nn1C	0.0%	3%	3%[46.1 µM]	-4%	2%	7%[38.3 µM]	4%
CCn1c(=O)c2c3c(sc2n(C)c1=O)CCC3	-0.2%	12%	30%[46.1 µM]	7%	-9%	-15%[38.3 µM]	-3%
Cc1nnc(SCC(=O)N(C)CC(=O)Nc2ccc(F)cc2)n1Cc1ccccc1	0.0%	10%[46 µM]	7%	-1%	4%	2%	-4%
COc1cc(OC)cc(C(=O)N2CCC(N3CCN(c4ccccc4)CC3)CC2)c1	-2.1%	2%	-2%[46.1 µM]	2%	5%	31%[38.3 µM]	4%
CCCC(=O)Nc1cccc(NC(=O)c2ccc([N+](=O)[O-])cc2Cl)c1	2.6%	-19%	-19%[46.1 µM]	nt	-2%	nt	4%
COc1ccc([N+](=O)[O-])cc1COc1cc(C)cc2oc(=O)cc(-c3ccccc3)c12	0.9%	?	?	0%	-19%	13%[38.3 µM]	6%
O=C(O)c1cnc(-c2ccccc2)nc1Sc1ccccc1	-2.2%	-12%	-16%[46.1 µM]	5%	6%	4%[38.3 µM]	-3%
Cc1ccc(S(=O)(=O)N(C)Cc2ccc(-c3nnco3)cc2)cc1	-0.4%	2%	-9%[46.1 µM]	0%	2%	-2%[38.3 µM]	5%
CCOC(=O)CN(C)C(=O)CCc1nnc(-c2ccsc2)o1	0.0%	15%[46 µM]	2%	-2%	4%	3%	-24%
COC(=O)c1sccc1NC(=O)c1cc(OC)c(OC)c(OC)c1	1.1%	11%	-14%[46.1 µM]	-3%	10%	?	1%
C=CCN1C(=O)C(CC(=O)Nc2ccc(OC)cc2)SC1=Nc1ccc(S(N)(=O)=O)cc1 (centres undefined)	-1.3%	nt	5%	nt	-2%	5%	0%
CCOc1ccc(OCC)c(S(=O)(=O)NCCOC23CC4CC(CC(C4)C2)C3)c1	0.5%	?	-54%	0%	5%	13%	3%
COc1cccc(CN(C)C(=S)Nc2ccc(C)c(C)c2)c1	0.0%	nt	-14%	-5%	0%	2%	0%
CC(C)CNS(=O)(=O)c1ccc(CC(C)C)cc1	1.7%	15%[46 µM]	-14%	0%	-15%	11%	6%
CCOc1cc(NS(=O)(=O)c2ccc(NC(C)=O)cc2)c(OCC)cc1NC(=O)C(C)C	1.4%	-3%	-12%[46.1 µM]	-7%	10%	-1%[38.3 µM]	-2%
COC(=O)N1CCC[C@@]2(CCN(C(=O)NC(C)C)C2)C1	nt	nt	nt	-1%	-10%	17%	nt
CC(NS(=O)(=O)c1ccc2c(c1)OCCCO2)C(=O)O (centres undefined)	0.0%	-6%	17%	0%	4%	-8%	12%
O=C(Nc1ccccc1)C1CCCN1C(=O)NCc1ccccc1 (centres undefined)	0.2%	nt	-14%	2%	-9%	9%	-1%
COCCn1c(=O)c(CCc2ccccc2)nc2cnc(Nc3ccccc3)nc21	nt	23%	nt	nt	2%	10%	nt
